GASC-1 inh – inhibitors of GASC-1 histone demethylase, primary screen, biochemical, fluorescence, DELFIA europium. Lysine-specific demethylase 4C (Homo sapiens), Q9H3R0. AID 2099, 2009. 330,000 compounds, 0.069% hits. GST-JMJD2C(1-420) H3K9me3 demethylation. inhibition, % at 2.35 µM;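 active means more than half of a compound's replicate wells show inhibition beyond 50%, single wells judged on their own value; inconclusive means some, but no more than half, of replicates pass 50% inhibition; inactive means no replicate passes 50% inhibition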;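 further: signal counts dimethyl H3K9 product captured on neutravidin plate; 0% = median of DMSO wells and 100% = 0.3 times that DMSO median; strong numbers were not always called active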
proCasp7 act – procaspase-7 activators, primary screen, counter-screen for procaspase-3 activator project, biochemical, absorbance, HTS, human | Caspase-7 (Homo sapiens), P55210 | recombinant procaspase-7, Ac-DEVD-pNA absorbance 405 nm; D23A/D198A/D206A triple mutant, cannot self-cleave; scale: DMSO 0, 5 µM enzyme 100 | activation, % at 8.5 µM | 330,000 compounds, 0.093% hits | AID 463210, 2010;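 active means percent activation above the screen-wide mean plus 3 SD, cut at about 25% in these data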
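System: Procaspase-7 triple mutant (PC-7 D3A); measure: % activation from two-timepoint absorbance difference, scaled to controls; times: 1 h compound preincubation, 2 h substrate cleavage, 25 °C; also added: Ac-DEVD-pNA substrate, 400 µM as added; measured by: Epi-absorbance of released pNA at 405 nm, two timepoints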
TPT1 inhibitor – Candida albicans TPT1 enzyme inhibitors, primary screen, biochemical, fluorescence polarization | tRNA 2'-phosphotransferase TPT1 (Candida albicans SC5314) | recombinant caTPT1, FP RNA substrate dephosphorylation | inhibition, % at 5 µM | 300,000 compounds, 0.81% hits | AID 1962, 2009;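 active means inhibition above the mean of all tested compounds plus 3 SD, set per screening campaign, cut at about 24% in these data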;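 further: plate controls were DMSO alone for no effect and ferristatin control at 100 nM for full effect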
Fh CTSL1 inh – Fasciola hepatica cathepsin L1 inhibitors, primary screen, counter-screen for PFM18AAP inhibitor project, biochemical, QFRET, fluorogenic peptide substrate | recombinant F. hepatica cathepsin L1, Z-Leu-Arg-MCA fluorescence | inhibition, % at 5.96 µM | 300,000 compounds, 0.49% hits;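 active means inhibition above the mean of all tested compounds plus 3 SD, set per screening campaign, cut at about 17% in these data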;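 further: 0% = plate median of test compound wells and 100% = 1 µM Z-Phe-Ala-diazomethylketone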
PP5 inh – PP5 phosphatase inhibitors, primary screen, biochemical, fluorescence. Serine/threonine-protein phosphatase 5 (Homo sapiens), P53041. purified PP5c, OMFP substrate fluorescence. inhibition, % at 6.7 µM. 320,000 compounds, 0.18% hits. AID 1987, 2009;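 active means inhibition above the campaign's mean inhibition across all tested compounds plus 3 SD, cut at about 9.5% in these data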;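 further: 0% = DMSO only and 100% = 100 µM cantharidin control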
Target sequence (P53041 whole entry, looked up): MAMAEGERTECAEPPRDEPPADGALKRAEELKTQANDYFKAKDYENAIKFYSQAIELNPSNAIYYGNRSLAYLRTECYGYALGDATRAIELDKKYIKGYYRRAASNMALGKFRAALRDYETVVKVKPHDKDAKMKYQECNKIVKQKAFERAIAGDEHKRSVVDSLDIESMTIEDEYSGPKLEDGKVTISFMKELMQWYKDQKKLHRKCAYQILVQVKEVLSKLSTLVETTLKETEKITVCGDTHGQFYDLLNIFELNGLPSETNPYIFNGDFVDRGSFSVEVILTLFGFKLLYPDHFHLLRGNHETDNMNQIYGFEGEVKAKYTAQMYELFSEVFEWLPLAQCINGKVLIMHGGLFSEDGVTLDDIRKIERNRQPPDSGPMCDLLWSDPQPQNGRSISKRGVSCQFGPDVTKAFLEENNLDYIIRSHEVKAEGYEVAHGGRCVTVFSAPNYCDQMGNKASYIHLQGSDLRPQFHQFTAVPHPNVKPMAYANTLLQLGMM
Efflux pump inh – inhibitors of Candida efflux pumps in yeast, primary screen, S. cerevisiae, Nile Red, multiplex; inhibition, % at 10 µM; S. cerevisiae Candida pump triplex; 330,000 compounds, 0.44% hits;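 active means plate passing quality check with inhibition over a set limit, or well fluorescence over plate mean plus 4 SD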;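 further: Nile Red retained in pooled yeast measured as flow cytometry median fluorescence; 0% = buffer negative control and 100% = Enniatin B positive control; higher means more Nile Red kept so more efflux inhibition; some compounds called inactive have numbers as strong as hits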
PP1 counter – PP1-alpha phosphatase inhibitors, primary screen, counter-screen for PP5 inhibitor project, biochemical, fluorescence, OMFP substrate, single point. Serine/threonine-protein phosphatase PP1-alpha catalytic subunit (Homo sapiens), P62136. purified PP1alpha. inhibition, % at 6.7 µM. 320,000 compounds, 0.9% hits. AID 2235, 2010;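 active means inhibition above the mean inhibition of all tested compounds plus 3 SD, computed separately for each screening campaign, cut at about 15% in these data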
Target sequence (P62136 whole entry, looked up): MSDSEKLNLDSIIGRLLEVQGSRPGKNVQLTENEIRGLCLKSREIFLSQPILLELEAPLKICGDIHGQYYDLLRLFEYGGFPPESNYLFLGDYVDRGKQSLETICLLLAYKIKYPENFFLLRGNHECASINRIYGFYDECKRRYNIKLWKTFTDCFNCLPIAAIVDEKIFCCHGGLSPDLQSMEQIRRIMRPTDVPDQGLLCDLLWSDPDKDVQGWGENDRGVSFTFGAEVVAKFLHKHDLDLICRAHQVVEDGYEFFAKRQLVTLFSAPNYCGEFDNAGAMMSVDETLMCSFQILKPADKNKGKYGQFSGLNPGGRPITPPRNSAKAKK
proCasp3 act – activators of human procaspase-3 D3A mutant, primary screen, biochemical, absorbance, PC-3 D3A mutant, single concentration. activation, % at 8.5 µM. recombinant procaspase-3 D3A, Ac-DEVD-pNA absorbance 405 nm. 330,000 compounds, 0.11% hits. AID 463141, 2010. Caspase-3 (Homo sapiens), P42574;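 active means activation above the mean of all tested compounds plus 3 SD, cut at about 21% in these data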;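 further: 0% = DMSO alone and 100% = DMSO wells spiked with extra 5 µM PC-3 D3A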
Target sequence (P42574 whole entry D9A/D28A/D175A): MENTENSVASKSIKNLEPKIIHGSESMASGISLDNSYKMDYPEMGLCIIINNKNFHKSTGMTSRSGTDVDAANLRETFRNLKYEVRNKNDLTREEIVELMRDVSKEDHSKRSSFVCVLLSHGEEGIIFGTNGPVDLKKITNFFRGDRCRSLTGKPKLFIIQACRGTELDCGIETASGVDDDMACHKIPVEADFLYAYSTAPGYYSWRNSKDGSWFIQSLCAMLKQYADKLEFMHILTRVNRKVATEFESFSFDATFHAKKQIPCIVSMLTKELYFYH
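System: Procaspase-3 D3A mutant. Medium: Zinc-free 300 mM NaCl, 50 mM HEPES, 0.01% Triton X-100. Schedule: 1 h preincubation plus 2 h reaction at 25 °C. Measured by: 405 nm absorbance of p-nitroaniline, reads at 0 and 120 min. Read-out: percent activation relative to control range.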
HCV core dimer – inhibitors of HCV core protein dimerization, primary screen, biochemical, TR-FRET, high-throughput. TR-FRET GST/Flag-core106 dimerization, 1536-well. inhibition, % at 5 µM. 300,000 compounds, 0.33% hits. AID 1899, 2009;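 active means inhibition above the mean of all tested compounds plus 3 SD, set per screening campaign, cut at about 45% in these data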
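Assay system – GST-tagged and Flag-tagged HCV core protein residues 1-106 · Quantity – core106 proteins, GST 13.5 nM and Flag 17 nM · Benchmarks – unlabelled core106 and no-GST-core106 wells · Read-out basis – percent inhibition of core106 dimerization signal · Detection – time-resolved FRET, ex 340 nm, em 617 and 671 nm · Schedule – 4 h at 22.5 °C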
Numbers without * were called inactive; i = inactive; ? = inconclusive; · = no result given.

SMILES	GASC-1 inh	proCasp7 act	TPT1 inhibitor	Fh CTSL1 inh	PP5 inh	Efflux pump inh	PP1 counter	proCasp3 act	HCV core dimer
CCOc1ccc(-n2ccnc(SCC(=O)NCc3cccc(OC)c3)c2=O)cc1	-1	8	1	0	1.8	-0.1	-1	-5	-3
CN(C(=O)COC(=O)C12CC3CC(CC(Cl)(C3)C1)C2)c1ccccc1	17	12	·	·	·	0.1	·	6	·
O=C(NC1CCN(C(=S)NCc2ccco2)CC1)C1CCCCC1	-22	-4	0	2	-1.7	0.2	-2	6	-7
COCCCN(CC(=O)O)S(=O)(=O)c1cccc(Cl)c1	2	9	2	3	3.6	-0.1	1	5	2
CC1C(=O)N2CCCc3cc(S(=O)(=O)NCc4ccc(F)cc4)cc1c32 (stereo unspecified)	0	10	-4	9	0.3	0.1	-3	-1	3
CC(C)(C)OC(=O)C1C(=O)CC(C)(O)C(C(=O)OC(C)(C)C)C1c1cccnc1 (stereo unspecified)	3	-4	-4	2	0.1	-0.1	-4	8	3
CCOc1ccc(/C=N/NC(=O)Cc2csc(Nc3cccc(C(F)(F)F)c3)n2)cc1	-1	12	-8	0	8.0	0.0	5	9	7
O=C(CN(Cc1cccs1)C(=O)CCC(=O)Nc1ccccn1)NCc1ccccc1	10	0	-2	0	1.4	0.0	-1	-5	2
O=S1(=O)N=C(N(CCO)/N=C/C=C/c2ccccc2)c2ccccc21	2	-5	3	2	-4.0	-0.2	-4	3	1
C=C(C)CNC(=S)NNC(=O)c1ccco1	1	1	0	-2	0.0	0.1	-3	-16	0
O=C1CCc2cc(S(=O)(=O)N3CCCC3C(=O)NC3CCCCCCC3)ccc2N1 (stereo unspecified)	-2	-11	3	-4	-2.0	0.0	-6	6	-15
CCc1cccc2c(C(=O)CSc3nnc(-c4ccoc4C)n3C)c[nH]c12	-15	-2	-3	0	0.9	-0.2	4	4	-4
COC(=O)c1cc(=O)n(-c2ccc(F)cc2)c(=Nc2ccc(F)cc2)s1	80	4	0	0	2.1	0.1	4	1	2
Cc1cccc(Nc2c([N+](=O)[O-])c(=O)oc3ccccc23)c1	-8	-1	-3	1	0.1	0.1	-1	5	2
Cc1ccc(/C=N/Nc2ccc(C(=O)O)cc2)s1	5	-18	9	0	0.6	0.4	-5	-5	-15
Cc1ccc2nc(SCC(=O)NCc3ccccc3)nc(=O)n2c1	1	3	1	4	-0.6	0.0	-4	-9	-2
CC(=O)c1sc(Nc2ccccn2)nc1C	?	-18	3	5	-0.1	-0.1	0	-2	11
COc1ccccc1N1CCN(C(=O)c2ccc(Cl)c(S(=O)(=O)N3CCOCC3)c2)CC1	5	0	-3	2	0.1	0.6	-1	-7	-1
CCCCn1c(N)c(N(CCOC)C(=O)c2cc(=O)[nH]c3ccccc23)c(=O)[nH]c1=O	9	-4	·	·	2.9	-0.1	-1	8	·
O=C(O)c1ccc(COc2ccccc2/C=C2/NC(=O)N(c3cccc(Cl)c3)C2=O)cc1	-5	13	0	4	0.8	-0.3	38*	9	4
CN(CCCNC(=O)CCC(=O)N1CCOc2ccccc21)Cc1ccccc1	-21	-1	1	-2	1.9	0.0	-3	-7	1
COc1ccccc1CNc1nc2nc(C)c(C)c(=O)n2[nH]1	-28	1	1	-2	-0.8	0.0	3	-5	5
N#Cc1nc(-c2cccs2)oc1N1CCN(Cc2ccccc2)CC1	6	1	0	-3	3.8	-0.1	5	7	-5
COc1ccc(CCNC(=O)C2CCN(C(=O)c3ccc(Cl)cc3)CC2)cc1	8	8	0	-2	2.6	-0.1	4	12	-4
Cc1nc2ccc(NS(=O)(=O)c3ccc(F)c(F)c3F)cc2s1	-3	2	·	·	·	-0.2	·	5	·
C[C@H](CO)N1C[C@H](C)[C@@H](CN(C)C)Oc2c(NS(=O)(=O)c3ccc(F)cc3)cccc2C1=O	0	2	·	·	·	-0.1	·	5	·
COc1ccc(NC(=O)C2C3CCC(O3)C2C(=O)O)c(C)c1 (stereo unspecified)	2	-11	0	2	65*	-0.1	62*	3	5
CC1CCCC(C)N1C(=O)COC(=O)CCC(=O)c1ccc(F)cc1 (stereo unspecified)	1	4	·	·	·	0.0	·	-2	·
COc1cccc2[nH]c(C(=O)NC(C)c3ccccc3)cc12 (stereo unspecified)	3	7	1	-2	5.2	0.0	3	-1	1
CSc1ncc(CN2CCN(C3CCCC3)C(CCO)C2)cn1 (stereo unspecified)	5	3	-1	-1	-1.2	-0.1	-2	-2	1
Cc1cc(SCC(=O)N(C)C2CCCCC2)nc2ccccc12	0	6	·	·	·	0.1	·	5	·
Cc1ccc(-n2ncc3c(=O)n(CC(=O)N4CCN(c5ccccc5)CC4)cnc32)cc1C	27	7	-3	2	0.0	-0.1	0	8	0
CCCCn1c(SCC(=O)NNC(=O)c2ccco2)nnc1-c1ccco1	1	3	0	-5	3.0	0.1	-1	-1	-3
Cc1ccccc1NC1=C(Cl)C(=O)N(C2CCCCC2)C1=O	5	3	0	5	0.3	0.1	0	-8	3
CC(C)c1ccc(C2=C(O)c3ccccc3C(=O)C2=O)cc1	1	-3	-3	2	-0.8	-7.4	2	11	-26
COc1ccc(CC(=O)Nc2ccc(C(=O)NC(C)(C)C)cc2)cc1	-7	2	0	1	1.5	-0.9	-2	2	2
CC(=O)NC(Cc1ccccc1)C(=O)OCC(=O)c1ccc(Cl)cc1 (stereo unspecified)	6	5	-5	-4	1.6	-0.1	0	1	-7
CC(=O)C1=C(O)C(=O)N(CCCN2CCOCC2)C1c1ccccc1[N+](=O)[O-] (stereo unspecified)	0	-6	-8	-5	2.1	-0.1	-2	-4	1
COc1ccc(CSc2nnc(C)n2N)cc1[N+](=O)[O-]	41	4	-1	-2	1.8	-0.1	-5	0	0
O=C(NO)C1CC2C=CC1C2 (stereo unspecified)	-11	6	1	-9	3.5	0.5	-7	0	0
CCOc1ccc(NS(=O)(=O)c2ccc(C(=O)N3CCN(C(C)=O)CC3)cc2)cc1	-12	4	-3	-1	3.3	0.0	-3	-6	-17
CSc1ccc(/C=N/N2CCN(Cc3ccc(C)cc3C)CC2)cc1	6	2	-1	-1	1.7	0.0	2	9	-2
O=C1CC2(CON=C2c2ccc(F)cc2)C(=O)N1c1ccc(F)cc1 (stereo unspecified)	8	4	1	4	-1.5	0.1	-2	-4	2
COC(=O)[C@H]1[C@H](C(=O)OC)[C@@H](C(=O)OC)N(c2ccc(OC)cc2)[C@@H]1C(=O)OC	-2	-1	-5	-4	2.8	-0.1	0	-3	-4
COc1ccc(CCNC(=O)COc2ccc(S(=O)(=O)N3CCOCC3)cc2C)cc1	17	14	0	-3	1.4	-0.1	-1	-1	4
CSCCC(NC(=O)c1ccccc1Cl)C(=O)N1CCN(C(c2ccccc2)c2ccccc2)CC1 (stereo unspecified)	1	-14	-1	0	-1.5	0.5*	7	-13	13
C/C(=N\NC(=S)NC(C)C)c1ccc(C(C)(C)C)cc1	-3	0	-2	4	1.3	0.1	3	-1	1
Cc1ccc(Cn2ncn3c(cc4ccccc43)c2=O)cc1	10	-8	12	3	2.4	-0.1	4	-5	8

A second format for part of the listing above:
The line under a structure holds: GASC-1 inh | proCasp7 act | TPT1 inhibitor | Fh CTSL1 inh | PP5 inh | Efflux pump inh | PP1 counter | proCasp3 act | HCV core dimer
- COc1ccc(CSc2nnc(C)n2N)cc1[N+](=O)[O-]
 : 41 | 4 | -1 | -2 | 1.8 | -0.1 | -5 | 0 | 0
- CSc1ccc(/C=N/N2CCN(Cc3ccc(C)cc3C)CC2)cc1
 : 6 | 2 | -1 | -1 | 1.7 | 0.0 | 2 | 9 | -2

Remaining list, next part
SMILES	GASC-1 inh	proCasp7 act	TPT1 inhibitor	Fh CTSL1 inh	PP5 inh	Efflux pump inh	PP1 counter	proCasp3 act	HCV core dimer
O=C(NN(CC(O)COc1ccccc1)CC(O)COc1ccccc1)c1ccccc1 (stereo unspecified)	-18	-6	0	3	1.4	-0.2	0	6	-3
Cc1cc(C)n2c(=S)[nH]nc2n1	6	-33	-1	-2	-0.1	-0.2	-2	-16	-3
CCCc1nnc(NC(=O)CCCN2C(=O)c3ccccc3C2=O)s1	3	-3	1	-1	-0.7	0.3	-1	4	0
CCOC(=O)c1nn(-c2ccccc2C)c(=O)cc1OCC(=O)Nc1cccc(OC)c1	8	6	0	-6	-0.9	-0.1	0	3	3
COc1ccccc1Nc1ncnc2nc[nH]c12	-9	6	0	-1	-0.2	-0.1	2	-1	-7
COc1ccc(C(=O)NCCCNC(=O)c2cc3ccccc3[nH]2)cc1OC	-17	0	-2	4	1.9	-0.2	-1	7	11
O=S(=O)(c1ccc(NC(=S)NN=C2CCCCC2)cc1)N1CCOCC1	2	-4	-5	5	0.3	0.2	2	6	5
O=C(c1cccc(F)c1)N1CCC(N2CCOCC2)CC1	-8	-2	-4	-3	0.3	-0.1	2	-1	-5
c1ccc(C2=NN(c3ccccc3)CC2)cc1	4	39*	2	2	0.3	0.1	-1	36*	-4
CCOC(=O)c1sc(NC(=O)CSc2ncn[nH]2)c(C#N)c1C	4	2	1	1	2.4	-0.1	-3	7	2
Cc1cc(C)n(-c2nc3ccccc3c(=O)n2OCC(=O)N(C)C)n1	-21	0	-7	0	2.5	-0.2	0	8	-6
O=C(C(=O)N1CCN(c2ccccc2)CC1)c1cn(CC(=O)N2CCCCCC2)c2ccccc12	-9	-5	-16	1	4.2	-0.1	4	2	8
COc1ccc(NC(=S)N(CCC(C)C)C2CCN(C(C)C)CC2)cc1Cl	-5	-26	-3	3	4.9	0.1	0	-71	-35
COc1cc(CNCc2ccco2)ccc1OCc1ccccc1	0	-4	-3	-6	1.1	0.1	-3	1	1
O=C(O)c1ccc(OCC(O)Cn2c3ccccc3c3ccccc32)cc1 (stereo unspecified)	?	4	-5	3	1.1	-0.1	9	9	2
CCOC(=O)C1CCN(C(=O)CN(c2ccc(Oc3ccccc3)cc2)S(C)(=O)=O)CC1	-6	6	-2	-6	-1.6	0.1	2	1	4
COCC1CCCC1OS(N)(=O)=O (stereo unspecified)	i	3	-3	-4	4.4	-0.2	-3	-1	-22

Bioassay records deposited in PubChem BioAssay by several laboratories.
